Bioassay records as filed in PubChem.
D2 PAM: HTS Assay for Positive Allosteric Modulators of the Human D2 Dopamine Receptor: Primary Screen for Potentiators | AID 485347, 2010 | HEK293 T-REx D2, calcium flux, EC20 dopamine potentiation | actives 0.34% (n = 340,000) | potentiation, % at 10 µM | D(2) dopamine receptor (Homo sapiens), P14416;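 active = potentiation over 3 SD above the plate norm, cut at about 30% in these data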; also: 0% is about no effect
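Potentiation of an EC20 dopamine calcium response is measured in a force-coupled, tetracycline-inducible Hek293 Trex D2 line. Compound-only kinetic reads over 180 s flag agonists before dopamine addition.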
D2 ag: HTS Assay for Allosteric Agonists of the Human D2 Dopamine Receptor: Primary Screen for Agonists. activation, % at 2 µM. HEK293 T-REx D2 cells, calcium flux agonist mode. actives 0.53% (n = 340,000). D(2) dopamine receptor (Homo sapiens), P14416;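 active = activation over 3 SD above normal in the single-dose calcium agonist read, cut at about 30% in these data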; also: 0% is about no effect
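Tetracycline-induced HEK293 T-REx cells with force-coupled D2 receptor, plated overnight at 30 C, loaded with no-wash calcium dye. After a 10 s baseline, compound was pin-added and calcium flux read kinetically for 180 s; calcium rises flagged agonists.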
D1 antag: Antagonist of Human D 1 Dopamine Receptor: qHTS; D(1A) dopamine receptor (Homo sapiens), P21728; HEK293 TREx D1 cells, calcium flux, dopamine EC80; active compounds read low; activity change, negative = inhibition, % at 10 µM; actives 3.2% (n = 360,000); in the data active = activity change below about -30%; also: % is scaled to controls: 0 for no effect and ±100 for the full control effect
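Tetracycline-induced HEK293 T-REx cells with force-coupled D1 receptor were loaded with a no-wash calcium dye. Compound was added after a 10 s baseline and read kinetically for 180 s; EC80 dopamine was then added and calcium flux followed another 180 s.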
TRHR PAM: qHTS for Small Molecule Agonists and Allosteric Enhancers of Human TRH Receptor: Primary Screen for Enhancers; Thyrotropin-releasing hormone receptor (Homo sapiens), P34981; TRHR cells, fluo-8 calcium fluorescence, EC20 TRH enhancement; enhancement, % at 2 µM; actives 0.66% (n = 360,000); in the data active = enhancement above about 30%; also: 0% is about no effect
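TRHR-expressing cells loaded with fluo-8 calcium dye were read kinetically (ex 480/em 530) during compound addition, then stimulated with an EC20 of TRH (10 nM final). Enhancement of the Gq-mediated intracellular calcium response was scored.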
D1 PAM: Potentiators of Human D1 Dopamine Receptor: qHTS. HEK293 TREx D1 cells, calcium flux, dopamine EC20 potentiation. potentiation, % at 10 µM. actives 0.036% (n = 360,000). AID 504651, 2011; in the data active = potentiation above about 30%; also: 0% is about no effect
D1 agonist: Allosteric Agonists of the Human D1 Dopamine Receptor: qHTS | D(1A) dopamine receptor (Homo sapiens), P21728 | HEK293 T-REx D1 cells, calcium flux, agonist mode | activation, % at 2 µM | actives 1% (n = 360,000) | AID 504660, 2011; in the data active = activation above about 30%; also: 0% is about no effect
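Agonism was scored from calcium flux recorded over 180 s (1 read/s) after pintool compound addition, following a 10-cycle baseline. Cells were inducible force-coupled HEK293 TREx D1, plated overnight at 30 C and loaded with no-wash calcium dye.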
D2 antagonist: HTS Assay for Allosteric Antagonists of the Human D2 Dopamine Receptor: Primary Screen for Antagonists | HEK293 TREx D2 cells, calcium flux, dopamine EC80 | inhibition, % at 10 µM | AID 485344, 2010 | actives 2% (n = 340,000); in the data active = inhibition above about 30%; also: 0% is about no effect
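Tetracycline-induced HEK293 TREx cells expressing D2 receptor forced-coupled to calcium signalling, loaded with no-wash calcium dye. Compounds added and calcium flux read 180 s, then dopamine added at EC80 and read a further 180 s.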
RXFP1 antag: qHTS Assay for Antagonists of the Relaxin Receptor RXFP1. HEK293-RXFP1, relaxin-stimulated cAMP HTRF, 30 min; active compounds read low. activity change, negative = inhibition, % at 57.5 µM. actives 0.59% (n = 350,000). AID 1259400, 2018;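 active = activity change of -60% or lower, but not beyond a set lower limit; inconclusive = change between -60% and -40%, or beyond the set limit; inactive = change above -40%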; also: % is scaled to controls: 0 for no effect and ±100 for the full control effect
Target sequence (Q9HBX9 whole entry, looked up): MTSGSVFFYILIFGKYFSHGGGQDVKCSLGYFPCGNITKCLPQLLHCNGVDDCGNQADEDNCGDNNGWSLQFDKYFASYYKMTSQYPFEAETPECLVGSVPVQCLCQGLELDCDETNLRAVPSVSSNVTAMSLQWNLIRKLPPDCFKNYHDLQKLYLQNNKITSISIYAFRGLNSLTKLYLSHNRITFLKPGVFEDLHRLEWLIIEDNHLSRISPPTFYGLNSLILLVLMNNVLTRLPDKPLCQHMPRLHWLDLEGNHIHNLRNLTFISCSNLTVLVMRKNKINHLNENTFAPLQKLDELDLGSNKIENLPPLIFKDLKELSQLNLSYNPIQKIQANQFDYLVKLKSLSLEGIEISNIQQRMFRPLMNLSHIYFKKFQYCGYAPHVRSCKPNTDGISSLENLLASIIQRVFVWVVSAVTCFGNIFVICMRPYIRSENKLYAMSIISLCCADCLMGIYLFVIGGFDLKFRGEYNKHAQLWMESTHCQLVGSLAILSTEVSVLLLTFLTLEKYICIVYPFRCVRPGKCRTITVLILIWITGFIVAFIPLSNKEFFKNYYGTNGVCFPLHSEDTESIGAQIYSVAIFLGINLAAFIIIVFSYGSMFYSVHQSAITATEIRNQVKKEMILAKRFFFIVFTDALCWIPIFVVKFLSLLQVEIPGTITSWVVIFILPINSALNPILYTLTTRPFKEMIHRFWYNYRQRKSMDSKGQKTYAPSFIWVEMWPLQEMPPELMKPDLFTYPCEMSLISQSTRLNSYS
RXFP1 agonist: qHTS Assay for Agonists of the Relaxin Receptor RXFP1; Relaxin receptor 1 (Homo sapiens), Q9HBX9; HEK293T-RXFP1 cAMP TR-FRET, 30 min; response scale: percent of porcine relaxin response, buffer zero; Potency, µM (titrated, usually from 57.5 µM), without a hit: top-dose activation, most hits filed as activators; actives 0.3% (n = 370,000); AID 2676, 2010; active = well fitted activation curve with a large enough effect; inconclusive = small, poorly fitted or top-dose-only effect; also: potency is read from the fitted curve at half-maximal effect; % is scaled to controls: 0 for no effect and ±100 for the full control effect; nearly all actives have a fitted effect of over 60% in size; many of its hits are not listed in these tables
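HEK293T cells stably expressing RXFP1 were pretreated with the PDE4 inhibitor Ro 20174, exposed to compounds for 30 min at 37C, lysed, and cAMP was read by TR-FRET. Data normalized to buffer (basal) and 29 nM porcine relaxin (100%).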
* marks the source's active call; other numbers are inactive results; ? = inconclusive; · = no result given. Some of the compounds tested; rates above refer to the full screens.

The opening six entries (preview)
SMILES	D2 PAM	D2 ag	D1 antag	TRHR PAM	D1 PAM	D1 agonist	D2 antagonist	RXFP1 antag	RXFP1 agonist
COc1ccc(NS(=O)(=O)c2ccc(C)cc2)c([N+](=O)[O-])c1	8.3	-0.2	-2.0	2.4	-2.4	1.3	-2.8	10.0	0.2%
CCCCNC(=O)c1onc(CSc2ccccc2CC)c1C(=O)O	-0.2	0.3	57.7	10.8	-3.2	24.3	15.3	·	-1.7%
Oc1[nH]c2ccccc2c1C1=NCCCCC1	-9.8	0.4	-7.4	17.9	-6.7	-1.0	14.6	7.9	6.2%
O=C(N/N=C/c1ccc(-c2cccc(C(F)(F)F)c2)o1)c1ccccc1Br	-10.5	-0.1	3.5	0.8	-5.6	3.8	-15.2	-14.7	2.2%
Nc1nc(N2CCN(C(c3ccccc3)c3ccccc3)CC2)n[nH]1	-2.1	0.1	-1.1	-1.4	-5.0	1.8	-3.1	-5.3	0.3%
COc1cc(C2C(C(=O)c3ccc(C)o3)=C(O)C(=O)N2CCCn2ccnc2)cc(OC)c1OC (stereo not drawn)	4.2	1.0	1.5	2.9	-0.1	1.3	2.5	-17.7	3.6%

Main list, from the first entry:
SMILES	D2 PAM	D2 ag	D1 antag	TRHR PAM	D1 PAM	D1 agonist	D2 antagonist	RXFP1 antag	RXFP1 agonist
COc1ccc(NS(=O)(=O)c2ccc(C)cc2)c([N+](=O)[O-])c1	8.3	-0.2	-2.0	2.4	-2.4	1.3	-2.8	10.0	0.2%
CCCCNC(=O)c1onc(CSc2ccccc2CC)c1C(=O)O	-0.2	0.3	57.7	10.8	-3.2	24.3	15.3	·	-1.7%
Oc1[nH]c2ccccc2c1C1=NCCCCC1	-9.8	0.4	-7.4	17.9	-6.7	-1.0	14.6	7.9	6.2%
O=C(N/N=C/c1ccc(-c2cccc(C(F)(F)F)c2)o1)c1ccccc1Br	-10.5	-0.1	3.5	0.8	-5.6	3.8	-15.2	-14.7	2.2%
Nc1nc(N2CCN(C(c3ccccc3)c3ccccc3)CC2)n[nH]1	-2.1	0.1	-1.1	-1.4	-5.0	1.8	-3.1	-5.3	0.3%
COc1cc(C2C(C(=O)c3ccc(C)o3)=C(O)C(=O)N2CCCn2ccnc2)cc(OC)c1OC (stereo not drawn)	4.2	1.0	1.5	2.9	-0.1	1.3	2.5	-17.7	3.6%
CC(C)Nc1nnc(SC(C)C(=O)N(C)C2CCCCC2)s1 (stereo not drawn)	14.3	-1.5	4.1	-2.4	-6.2	2.1	-1.2	1.8	0.8%
COc1ccc(C(=O)COc2ccccc2N2C(=O)C3C4C=CC(C4)C3C2=O)cc1 (stereo not drawn)	-3.9	1.3	7.1	-3.8	-4.5	-0.4	-11.8	-6.4	0.8%
Cc1ccc(C(=O)CSc2nc(-c3ccccc3)nc3c2CCCC3)cc1C	-9.0	1.6	4.4	6.3	0.1	0.1	·	·	4.0%
Cc1cc(C(=O)NC2CC(C)(C)Cc3c2cnn3-c2cccc(F)c2)n(C)n1 (stereo not drawn)	-0.1	0.5	-9.3	-1.7	1.1	1.0	-6.6	-2.7	2.0%
CCOC(=O)C1CCN(C(=O)CCCn2c(=O)c3cccn3c3cccnc32)CC1	5.7	-0.6	-4.3	-2.4	-2.5	0.7	-7.0	9.7	9.7%
COC(=O)c1ccc(C(=O)OCCCc2nc3ccc(N)cc3[nH]2)cc1	·	·	-9.2	-3.7	-3.5	1.0	·	5.4	1.1%
O=[N+]([O-])c1cc(NS(=O)(=O)c2ccc(Cl)nc2)ccc1Cl	16.6	2.2	-13.6	17.4	-5.4	6.9	-2.7	-4.5	-0.4%
O=C(NCc1ccccc1F)c1ccc(CN2CC(=O)N3CCCCC3C2=O)cc1 (stereo not drawn)	-1.7	0.1	-1.4	2.7	5.8	-0.1	·	-0.3	1.0%
CCN(CC)S(=O)(=O)c1ccc2c(c1)c(C(=O)O)cn2C	-15.6	0.3	38.2	-0.7	7.2	4.7	11.3	-7.2	1.5%
CCOC(=O)C1CCCN(C(=O)c2ccc3c(=O)n(Cc4ccccc4OC)c(=S)[nH]c3c2)C1 (stereo not drawn)	8.2	-2.5	-6.0	-3.4	10.7	1.2	-17.9	?	4.4%
Cc1ccoc1C(=O)Nc1cccc(Oc2ccccc2)c1	15.6	-1.5	5.9	-2.8	-8.0	12.8	4.7	3.2	-3.6%
Cc1cc(NC(=O)CC(F)(F)F)n(-c2ccccc2)n1	-7.9	2.4	8.3	1.5	-5.8	1.8	-12.7	-6.0	-1.9%
COc1ccc(C2NC(=O)c3sc(=S)n(-c4ccccc4)c3N2)cc1 (stereo not drawn)	-9.0	-0.5	20.9	-4.1	-0.2	-2.8	15.5	-17.3	-0.6%
CCOc1ccc(C(=O)NCC(=O)N2CCC3CCCCC3C2)cc1OCC (stereo not drawn)	3.0	-0.7	-2.3	1.9	-9.8	0.2	27.5	-3.9	-3.9%
COc1ccccc1N1CCN(Cc2nc(-c3cc(OC)c(OC)c(OC)c3)no2)CC1	·	·	-10.5	8.4	-0.7	-2.0	·	·	0.1%
CCC(=C(c1ccc(OC)cc1)c1ccc(OC)cc1)c1cn(CC(O)CN2CCN(C)CC2)c2ccccc12 (stereo not drawn)	-1.8	1.0	-2.6	0.5	0.8	7.6	-16.9	-32.1	0.0%
O=C(c1ccc2nccnc2c1)N1CCCC(Nc2ccc(F)c(F)c2)C1 (stereo not drawn)	0.7	-0.3	-0.7	-1.9	-0.6	5.0	-10.7	3.7	3.8%
Cc1nn(CC(=O)Nc2ccncc2)c(C)c1[N+](=O)[O-]	1.1	-0.9	-8.7	-1.9	-1.1	5.2	-9.5	-7.3	-0.3%
C/C(CCc1ccco1)=N/NC(=O)CCC(=O)Nc1cccc(Cl)c1	4.5	-0.4	2.1	6.3	7.7	2.9	6.4	0.1	-0.2%

More records follow:
SMILES	D2 PAM	D2 ag	D1 antag	TRHR PAM	D1 PAM	D1 agonist	D2 antagonist	RXFP1 antag	RXFP1 agonist
Cc1[nH]nc2oc(=O)c(CCO)c(C)c12	24.9	0.0	3.0	0.8	-4.4	2.3	-6.7	-5.1	2.2%
Cc1ccc(S(=O)(=O)Oc2ccc(/C=N/NC(=O)c3c(Cl)cnn3C)cc2)cc1	·	·	4.1	1.0	-8.4	-1.1	·	5.4	2.7%
COc1ccc(CCNC(=O)c2cc(C)oc2C)cc1OC	3.3	-0.1	10.8	-18.0	2.7	1.6	-9.0	7.3	-1.1%
O=C(c1cccc(C(F)(F)F)c1)N1CCC(O)(CS(=O)(=O)Cc2ccccc2Cl)CC1	-14.8	-0.3	-2.9	-16.4	-0.9	6.7	-0.6	5.9	-0.1%
CC(=O)Nc1ccc(NC(=O)Cn2cc3c(n2)CCC(C)C3)cc1 (stereo not drawn)	2.1	0.4	1.3	2.1	-5.0	0.2	4.6	·	0.5%
O=C(c1noc2c1CCCC2)N1CCCC(N2CCN(c3ccccc3F)CC2)C1 (stereo not drawn)	-13.5	41.1*	12.1	-0.6	2.1	-0.3	14.8	12.8	-0.3%
CCc1ccc(NC(=O)NCc2ccc3c(c2)OCO3)cc1	·	·	-21.8	1.4	-4.9	6.5	·	-0.6	-0.3%
Cc1ccc(S(=O)(=O)CC(CN2CCCCC2)N2CCCCC2)cc1 (stereo not drawn)	-4.9	-1.7	5.0	2.9	-10.2	7.5	-12.6	-27.3	2.6%
COc1cc(/C=C2\C(=N)N3N=C(C)SC3=NC2=O)cc(OC)c1OCCOc1ccccc1C	-0.9	1.2	2.0	-5.1	2.4	0.6	-12.3	1.1	-1.7%
CCC(=O)N=c1sc2c(C)cc(C)cc2n1CC(=O)OC	8.5	0.5	-3.1	0.8	·	4.8	-11.5	13.5	11.6%
COc1ccc(CCNC(=O)COc2cc(C)cc3oc(=O)cc(C)c23)cc1	19.4	-1.0	2.3	15.2	-3.5	0.6	18.2	-1.4	6.1%
CC(C)c1ccc(/C=C(\NC(=O)c2ccccc2)C(=O)NCCCn2ccnc2)cc1	9.5	0.3	2.6	13.4	-1.1	1.2	-6.9	-24.9	0.4%
N/C(=N\OC(=O)c1ccc(Cl)c(Cl)c1)c1cccnc1	-9.2	0.3	1.4	-7.1	-1.1	1.7	-4.4	-0.1	-0.5%
Cc1noc(C)c1COC(=O)c1cccnc1SCC(=O)Nc1ccc2c(c1)OCO2	-8.6	-1.7	1.3	9.2	-10.2	1.1	15.6	-16.4	1.1%
CC1(c2ccccc2)NC(=O)N(CC(=O)N2CCN(S(=O)(=O)c3cccc([N+](=O)[O-])c3)CC2)C1=O (stereo not drawn)	0.3	-0.1	-2.3	-1.1	0.6	1.3	-2.5	-10.9	-1.0%
COc1ccc(-c2nc3ccccc3s2)cc1NC(=O)c1ccc(F)cc1	-3.4	0.3	14.8	2.0	-0.9	0.7	·	1.1	8.6%
CCNC(=S)N1CCN(c2nc(CC)nc3sc4c(c23)CCCC4)CC1	6.7	0.4	-20.9	-3.4	-3.1	7.1	-2.1	-6.4	1.6%
Cc1cccc(NC(=O)c2ccc3c(c2)OCCO3)n1	1.3	0.9	-0.7	-3.0	1.1	3.1	-4.7	-4.9	-1.1%
CC(NCc1cccc(OCc2ccccc2)c1)C(O)c1ccccc1 (stereo not drawn)	·	·	·	-2.6	-2.8	42.2*	·	-1.5	0.1%
CCCCC(=O)Nc1nnc(S(=O)(=O)N2CCCc3ccccc32)s1	-22.1	0.3	3.2	3.7	-3.9	0.3	11.9	·	0.1%
O=C(O)CCCC(=O)Nc1ccccc1C(=O)N1CCOCC1	-11.5	0.2	1.2	2.5	-0.1	1.1	12.7	-7.0	-1.7%
COc1ccc(CC(=O)NNC(=O)COc2ccc3ccccc3c2)cc1	12.0	0.3	12.8	-7.0	-3.9	0.8	0.6	?	12.9%
CCc1ccc(NS(=O)(=O)c2ccc(OC)c3ncccc23)cc1	-0.2	0.4	-30.6*	2.1	-0.5	12.0	-0.7	34.0	-1.8%
CC(C)Nc1nc(Cl)nc(Nc2ccccc2)n1	-2.1	-0.2	1.3	-1.2	-3.2	2.5	20.5	-19.2	0.0%
CSc1ccc(Cl)c(C(=O)N2CCN(c3ncccn3)CC2)c1	10.3	-0.1	11.8	3.0	-4.0	2.9	2.0	6.0	-0.1%
